# Screening data (PubChem BioAssay)
# Mcl1-Bid inh – disrupts binding of human Mcl-1 to Bid peptide. Q07820. TR-FRET Mcl-1/Bid-Dy647 peptide binding, 1536-well. inhibition, % at 21.7 µM. 220,000 compounds, 0.97% hits;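 active = compounds that cut the binding signal by more than half at the single screening dose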;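 note: His-tagged Mcl-1 with europium anti-His antibody binding Bid BH3 peptide; 0% = Mcl-1 plus peptide wells and 100% = peptide-only wells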
# Target sequence (Q07820 whole entry, looked up): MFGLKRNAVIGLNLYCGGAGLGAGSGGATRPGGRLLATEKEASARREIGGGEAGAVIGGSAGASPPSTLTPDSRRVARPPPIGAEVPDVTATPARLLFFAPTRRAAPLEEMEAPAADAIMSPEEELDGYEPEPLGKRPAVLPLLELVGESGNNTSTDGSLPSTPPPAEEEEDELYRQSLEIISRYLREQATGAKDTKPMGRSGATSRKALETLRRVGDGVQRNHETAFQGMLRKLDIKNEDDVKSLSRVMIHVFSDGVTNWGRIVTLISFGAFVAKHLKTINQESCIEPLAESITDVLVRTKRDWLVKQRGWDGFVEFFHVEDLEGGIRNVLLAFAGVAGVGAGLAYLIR
# Bcl-B Bim block – disrupts Bim peptide binding to human Bcl-B; Q9HD36; bead-based flow cytometry; inhibition, % at 10 µM; 190,000 compounds, 0.073% hits; AID 951;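 note: 0% = tracer peptide without compound and 100% = reference inhibitor peptide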
# Target sequence (Q9HD36 whole entry, looked up): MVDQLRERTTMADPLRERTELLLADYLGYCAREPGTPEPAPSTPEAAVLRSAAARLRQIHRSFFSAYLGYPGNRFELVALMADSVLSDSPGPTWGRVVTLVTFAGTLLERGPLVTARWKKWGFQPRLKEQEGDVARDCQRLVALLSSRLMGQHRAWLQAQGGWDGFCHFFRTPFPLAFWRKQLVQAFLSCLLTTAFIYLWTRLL
# Bcl-2 Bim block – disrupts Bim peptide binding to human Bcl-2; Bead-based flow cytometry, Bim peptide-Bcl-2 binding; inhibition, % at 10 µM; 190,000 compounds, 0.06% hits; in the data active = inhibition above about 40%; inconclusive = no clear call, values can overlap the other calls;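 note: 0% = no compound wells with probe peptide and 100% = reference peptide inhibitor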
# Bim-Bfl-1 – disrupts Bim binding to human Bfl-1. Q16548. Bead-based flow cytometry, Bim-Bfl-1 binding inhibition. inhibition, % at 10 µM. 190,000 compounds, 0.12% hits. AID 1008;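 note: 0% = wells without compound plus tracer and 100% = blocker peptide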
# Bcl-W Bim block – human Bim-Bcl-W interaction inhibition. Q92843. bead-based flow cytometry, Bim peptide-Bcl-W binding. inhibition, % at 10 µM. 190,000 compounds, 0.02% hits;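 note: 0% = bound tracer without compound and 100% = peptide blocker; higher means less fluorescent Bim peptide bound to Bcl-W beads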
# Mcl-1 Bim block – human Bim-Mcl-1 interaction inhibition. Q07820. Bead-based flow cytometry, Bim peptide-Mcl-1 binding. inhibition, % at 10 µM. 190,000 compounds, 0.1% hits. AID 1009;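 note: 0% = no compound tracer wells and 100% = peptide blocker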
# GSH bead fluor – compound fluoresces at 488/530 nm on GSH beads; GSH beads flow cytometry, compound fluorescence 488/530 nm; active compounds read high; fluorescence (KMESF) at 10 µM; 190,000 compounds, 0.25% hits; AID 1776; in the data active = fluorescence above about 89;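 note: glutathione beads carrying GST-tagged Bcl family fusion proteins plus one bare bead set; values are compound well signal with DMSO vehicle wells as background; inactives centre near 16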
# RGS4-Gao reg – modulates binding of RGS4 to human Galphao | 220,000 compounds, 0.33% hits | P09471 | Multiplexed bead flow cytometry; actives lie on both sides | binding response (% of control), % at 10 µM; in the data active = binding response below about 49% or above about 150%; inactive = in between;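 note: fluorescent Galphao activated with aluminum fluoride binding bead-coupled RGS4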
# Target sequence (P09471 whole entry, looked up): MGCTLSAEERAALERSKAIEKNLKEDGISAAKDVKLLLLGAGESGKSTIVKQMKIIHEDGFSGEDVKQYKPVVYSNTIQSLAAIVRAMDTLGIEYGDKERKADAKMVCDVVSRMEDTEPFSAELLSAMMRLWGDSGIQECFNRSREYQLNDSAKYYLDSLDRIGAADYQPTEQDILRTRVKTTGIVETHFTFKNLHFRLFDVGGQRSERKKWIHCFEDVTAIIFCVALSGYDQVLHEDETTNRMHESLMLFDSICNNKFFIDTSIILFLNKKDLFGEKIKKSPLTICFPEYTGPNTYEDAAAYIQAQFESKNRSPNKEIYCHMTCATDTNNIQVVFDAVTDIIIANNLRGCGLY
# Bim-Bcl-XL – disrupts Bim peptide binding to human Bcl-XL | bead flow cytometry, fluorescence | Q07817 | 190,000 compounds, 0.04% hits | inhibition, % at 10 µM | AID 1007
# RGS7-Gao reg – regulators of human RGS7-Galphao interaction. 220,000 compounds, 0.35% hits. binding response (% of control), % at 10 µM. Multiplexed bead flow cytometry, RGS7-Galphao binding; actives lie on both sides; in the data active = binding response below about 49% or above about 150%; inconclusive = no clear call, values can overlap the other calls; inactive = in between;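 note: fluorescent Galphao held in activated GDP-AlF4 state binding bead-coupled RGS7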
# RGS8-Gao reg – regulators of human RGS8-Galphao interaction; 220,000 compounds, 0.34% hits; P09471; multiplexed bead flow cytometry, RGS8-Galphao binding; actives lie on both sides; response (percent of control binding), % at 10 µM; in the data active = response below about 60% or above about 140%; inactive = in between;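 note: Galphao activated as the GDP aluminium fluoride complex binding bead-coupled RGS8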
# Numbers without * were called inactive; ? = inconclusive; . = no result given; [ ] = remark or other dose. Cut-off read from the data, not from the text of the source, unless noted: active = inhibition above about 40%.
SMILES,Mcl1-Bid inh,Bcl-B Bim block,Bcl-2 Bim block,Bim-Bfl-1,Bcl-W Bim block,Mcl-1 Bim block,GSH bead fluor,RGS4-Gao reg,Bim-Bcl-XL,RGS7-Gao reg,RGS8-Gao reg
COc1ccc(CN2CCNC(=O)C2CC(=O)N(C)Cc2nccn2C)cc1OC (stereo not drawn),-45,-3,-5,-3,0,-3,20,100,0,96,101
O=C(CSCc1ccc(F)cc1)N1CCN(c2ccc(F)cc2)CC1,-25,-5,0,-1,-4,-4,11,103,-2,106,100
OC(COc1ccc(-c2ccccc2)cc1)CN1CCOCC1 (stereo not drawn),-21,-3,-4,-6,-2,-1,28,104,-5,104,101
COc1ccc(Cc2nc3ccc(S(N)(=O)=O)cc3[nH]2)cc1OC,-26,-4,0,-2,0,-1,20,89,0,92,99
COc1cc(-c2nc(CN(C)Cc3nnc(C)o3)c(C)o2)ccc1F,3,0,0,0,-1,-1,10,101,-1,104,102
NC(=S)Nn1c(-c2ccccc2)nc2ccccc2c1=O,-35,-10,-8,-16,-5,-3,12,101,-7,101,102
CCCCCCCCCCCC(=O)NC(C(=O)O)C(O)c1ccccc1 (stereo not drawn),4,1,5,0,8,5,23,108,3,96,102
CC(C)c1nnc(SCC(=O)N2CCc3ccccc32)n1N,-25,-4,0,-2,0,-1,16,100,-1,?,97
CN(C)c1ccc(-c2n[nH]c(=S)n2-c2ccccc2)cc1,-36,-28,-1,6,0,-3,14,102,-3,?,95
CCn1cc([N+](=O)[O-])c(C(=O)Nc2nc3ccc(OC)cc3s2)n1,9,-3,0,-5,0,-1,14,102,-1,104,100
COc1ccc(C(=O)/C=C(\C)Nc2ccc3c(c2)OCO3)cc1,-79,0,3,4,2,0,21,100,2,100,100
O=C(O)Cc1csc(NC(=O)c2ccco2)n1,-79,-5,-8,-15,0,-2,276*,101,-34,103,98
O=C1/C(=C/c2cccs2)NC(=S)N1C1CC1,-93,-17,-2,0,-5,-5,11,93,-4,90,97
CN(CC#CC1(O)c2ccccc2-c2ccccc21)Cc1ccccc1,-24,-4,1,1,-2,-2,2,102,-3,98,103
Cc1ccc(S(=O)(=O)N2CCC(C(=O)Nc3ccc4c(c3)OCO4)CC2)cc1,-4,1,-5,0,2,1,28,90,3,93,94
COc1ccc(C(=O)Nc2cccc(C)c2)cc1,-14,-7,-9,-13,3,0,22,98,-8,99,101
C/C(=N\NC(=O)C1(C)CC1(Br)Br)c1ccc([N+](=O)[O-])cc1 (stereo not drawn),3,-8,-4,-4,-2,-3,13,103,-7,96,99
CCOc1cc(-c2nn3cnnc3s2)cc(OCC)c1OCC,-1,-2,-3,0,-3,-3,15,91,-1,91,95
O=C(Nc1ccccc1C(=O)N1CCOCC1)C1CC(=O)N(C2CCCC2)C1 (stereo not drawn),-8,-3,-3,0,-3,-2,19,99,-2,100,99
COc1ccc(N2CCN(CC(=O)N3N=CCC3c3ccccc3)CC2)cc1 (stereo not drawn),-55,-5,-1,-6,-2,-1,11,100,-3,103,100
COc1cc(C(=S)N(C)C)ccc1O,20,-2,-5,-11,6,1,22,92,0,88,97
O=C(COc1ccccc1)N1CCN(S(=O)(=O)c2cccc([N+](=O)[O-])c2)CC1,-110,-4,-3,-4,-4,0,15,92,-4,91,96
COc1cccc(CNC(=O)Cc2ccc(-n3c(=O)[nH]c4ccccc4c3=O)cc2)c1,-12,-6,-2,1,-2,-4,10,100,-6,99,101
Cc1ccc2cc(CNC(C)C)c(=O)[nH]c2c1,-9,-4,0,-3,-2,-3,14,72,-6,92,73
COc1ccc(C2(CNC(=O)c3cccc([N+](=O)[O-])c3)CCOCC2)cc1OC,-46,-13,-3,-14,-5,-6,17,98,-13,97,101

# Two compounds drawn at random from the list so far:
SMILES,Mcl1-Bid inh,Bcl-B Bim block,Bcl-2 Bim block,Bim-Bfl-1,Bcl-W Bim block,Mcl-1 Bim block,GSH bead fluor,RGS4-Gao reg,Bim-Bcl-XL,RGS7-Gao reg,RGS8-Gao reg
O=C1/C(=C/c2cccs2)NC(=S)N1C1CC1,-93,-17,-2,0,-5,-5,11,93,-4,90,97
COc1ccc(Cc2nc3ccc(S(N)(=O)=O)cc3[nH]2)cc1OC,-26,-4,0,-2,0,-1,20,89,0,92,99

# Going on with the list.
SMILES,Mcl1-Bid inh,Bcl-B Bim block,Bcl-2 Bim block,Bim-Bfl-1,Bcl-W Bim block,Mcl-1 Bim block,GSH bead fluor,RGS4-Gao reg,Bim-Bcl-XL,RGS7-Gao reg,RGS8-Gao reg
O=C(NN1CCOCC1)c1cc(-c2ccccc2)nc2ccccc12,-21,-10,-8,-17,-2,-3,32,96,-5,92,96
Cc1onc(-c2ccccc2Cl)c1C(=O)Nc1ccc(-c2cn3cccnc3n2)cc1,7,-2,-2,-1,-1,-7,18,102,-1,103,105
Cc1cccc(Nc2cc(=O)[nH]c(=O)[nH]2)c1,-48,-1,-5,-2,-3,-2,10,104,-3,100,101
O=C(c1cn(-c2ccccc2)nc1-c1ccccc1)n1nnc2ccccc21,-11,-1,-3,-7,1,-5,12,103,-2,99,108
Cc1cc(C)n(C(=O)CNC(=O)c2ccco2)n1,-13,2,2,2,0,0,19,93,0,91,97
O=C(Nc1ccc(S(=O)(=O)N2CCCC2)cc1)c1cccnc1,3,-10,-5,-11,0,-1,51,106,3,110,103
Cc1cc(=O)oc2cc(N3C(=O)CC(Cc4ccccc4)C3=O)ccc12 (stereo not drawn),4,4,0,3,0,0,17,93,1,97,86
O=S(=O)(c1cccc(C(F)(F)F)c1)N1CCN(C(=S)NC2CC2)CC1,-68,-4,-6,-14,-3,-2,10,95,-4,98,98
O=C(Nc1ccccc1SCC1CSc2nc3ccccc3c(=O)n21)c1ccccc1Cl (stereo not drawn),-34,-7,-8,-11,0,-2,17,.,-4,.,.
S=C(NCc1ccco1)Nc1cc(-c2ccccc2)[nH]n1,-72,-12,-2,0,0,3,9,103,-3,104,101
COCC(=O)n1nc(-c2ccccc2)nc1NCc1ccc(F)cc1,-5,-2,-3,-3,-2,-3,21,99,-1,97,99
CC(NC(=O)c1ccc(S(=O)(=O)C(F)F)cc1)c1ccccc1 (stereo not drawn),-27,-4,1,-3,0,0,14,102,0,?,100
COc1ccc(NS(=O)(=O)c2cc(NC(=O)CCSc3ccccc3)ccc2OC)cc1,-4,-10,-8,-17,-2,0,10,104,-4,100,100
CCOc1ncccc1C(=O)Nc1cc(S(=O)(=O)N2CCOCC2)ccc1N1CCCC1,-18,-1,-3,-1,-3,0,72,101,-5,99,102
Nc1nc(SCC(=O)N2CCOCC2)n[nH]1,-10,-1,0,1,0,-5,15,129,-2,189*[activator],104
O=C(Cc1coc2cc3c(cc12)CCC3)NC1CCCCCCC1,5,-9,-7,-16,-1,-1,11,102,-3,99,100
O=C(CN1CCN(C/C=C/c2ccccc2)CC1)Nc1cc([N+](=O)[O-])ccc1Cl,7,-8,0,-2,-3,-6,7,103,-9,104,102
Cc1ccc(O)c(C(=O)c2cnn(C(=O)COc3ccc(Cl)cc3)c2)c1,49,-10,-10,-5,-4,-5,10,94,-9,92,96
Cc1cc(C(=O)Nc2c(F)cc(F)cc2Br)c(C)o1,-8,-5,-7,-11,-3,0,35,107,-17,102,106
Cc1ccc(CS(=O)(=O)c2nc3c(c(N(C)C)n2)CCCC3)cc1,-1,-5,-2,-6,-4,-3,10,99,-5,102,101
O=C(NCc1nnc(SCc2ccc(F)cc2)n1-c1ccc(F)cc1)C12CC3CC(CC(C3)C1)C2,6,-2,-4,-2,-2,-2,11,102,-5,101,99
Cn1c(Cn2nnc3ccccc32)nnc1SCC(=O)c1ccc(F)cc1,-11,-1,3,7,-7,-5,35,101,-1,103,100
COc1ccc(CCN=CC2=C(O)CCCC2=O)cc1OC,-31,0,-2,0,0,1,14,97,-2,99,100
COc1ccc(NC(=O)C2CCC(CNc3c(N4CCC(C)CC4)c(=O)c3=O)CC2)cc1OC (stereo not drawn),-37,-5,-4,-9,0,-1,21,100,-4,99,100
COc1ccc(C(=O)c2c(C)oc3cc([N+](=O)[O-])c(O)c([N+](=O)[O-])c23)cc1,10,-8,-12,-17,-2,-4,37,100,-1,101,103

# Continued.
SMILES,Mcl1-Bid inh,Bcl-B Bim block,Bcl-2 Bim block,Bim-Bfl-1,Bcl-W Bim block,Mcl-1 Bim block,GSH bead fluor,RGS4-Gao reg,Bim-Bcl-XL,RGS7-Gao reg,RGS8-Gao reg
CC1(C)CC(=O)C/C(=N\NC(=S)NCc2ccccc2)C1,-54,-3,-1,-2,0,2,10,101,-3,101,102
CCOC(=O)c1cc(-c2cccc(C(F)(F)F)c2)nc2nc(SC)[nH]c(=O)c12,20,3,1,0,0,1,22,96,-2,95,99
CC(C)C(C)NC(=O)COc1ccc(OCc2ccccc2)cc1 (stereo not drawn),-16,0,-3,-5,-1,-1,15,102,-2,102,108
N#Cc1cccc(NCC(=O)Nc2ccc3c(c2)OCCO3)c1,-1,-3,-2,-6,-3,0,7,95,-3,98,97
O=C(NC1CCCCC1)C(c1ccc(F)cc1)N(C(=O)c1cccs1)c1ccc2c(c1)OCO2 (stereo not drawn),-35,0,1,-1,0,-1,12,93,-3,102,101
Cc1cccc2sc(NC(=O)c3cc(S(=O)(=O)N(C)C)ccc3N3CCCC3)nc12,-18,0,0,-3,2,0,8,103,2,106,102

# In a second layout: results already given.
COc1ccc(C(=O)/C=C(\C)Nc2ccc3c(c2)OCO3)cc1
  Mcl1-Bid inh: -79
  Bcl-B Bim block: 0
  Bcl-2 Bim block: 3
  Bim-Bfl-1: 4
  Bcl-W Bim block: 2
  Mcl-1 Bim block: 0
  GSH bead fluor: 21
  RGS4-Gao reg: 100
  Bim-Bcl-XL: 2
  RGS7-Gao reg: 100
  RGS8-Gao reg: 100

O=C(O)Cc1csc(NC(=O)c2ccco2)n1
  Mcl1-Bid inh: -79
  Bcl-B Bim block: -5
  Bcl-2 Bim block: -8
  Bim-Bfl-1: -15
  Bcl-W Bim block: 0
  Mcl-1 Bim block: -2
  GSH bead fluor: 276*
  RGS4-Gao reg: 101
  Bim-Bcl-XL: -34
  RGS7-Gao reg: 103
  RGS8-Gao reg: 98

O=C1/C(=C/c2cccs2)NC(=S)N1C1CC1
  Mcl1-Bid inh: -93
  Bcl-B Bim block: -17
  Bcl-2 Bim block: -2
  Bim-Bfl-1: 0
  Bcl-W Bim block: -5
  Mcl-1 Bim block: -5
  GSH bead fluor: 11
  RGS4-Gao reg: 93
  Bim-Bcl-XL: -4
  RGS7-Gao reg: 90
  RGS8-Gao reg: 97

CN(CC#CC1(O)c2ccccc2-c2ccccc21)Cc1ccccc1
  Mcl1-Bid inh: -24
  Bcl-B Bim block: -4
  Bcl-2 Bim block: 1
  Bim-Bfl-1: 1
  Bcl-W Bim block: -2
  Mcl-1 Bim block: -2
  GSH bead fluor: 2
  RGS4-Gao reg: 102
  Bim-Bcl-XL: -3
  RGS7-Gao reg: 98
  RGS8-Gao reg: 103
